Compound activity: PubChem BioAssay, National Center for Advancing Translational Sciences (NCATS)
TbPYK inhibitor: inhibitors of Trypanosoma brucei pyruvate kinase; Q57TT1; TbPYK enzyme, Kinase-Glo Plus ATP luminescence, 45 min; Potency, µM (titrated, usually from 76.8 µM), without a hit: top-dose activity, negative = inhibition, usual class: inhibitors; 0.12% of 410,000 active; active = well fitted inhibition curve with a large enough effect; also: nearly all actives have a fitted effect of over 50% in size
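TbPYK + substrate in 50 mM TEA pH 7.2, 100 mM KCl, 10 mM MgCl2, 0.05% BSA, 0.01% Tween-20; cpd pinned; ADP 130 uM final; 45 min RT; Kinase-Glo Plus 10 min; luminescence endpoint.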
Numbers without * were called inactive; [ ] = remark or other dose. % is scaled to controls: 0 for no effect and ±100 for the full control effect; potency is read from the fitted curve at half-maximal effect. The list is partial; count on the stated rates, not on these rows.

The opening 13 compounds as a preview:
SMILES | TbPYK inhibitor
OC(c1cccc(CN2CCCCC2)c1)c1ncc(-c2cccc3ccccc23)[nH]1 (stereo unspecified) | -6%
c1csc(CNc2nc(Oc3ccncc3)c3sccc3n2)c1 | 9%
CC(C)C(=O)N1CCCC1(C)C(=O)Nc1ccc(-n2cncn2)cc1 (stereo unspecified) | 7%
CCOC1=C2[C@@H](CN(S(=O)(=O)c3ccc(C)cc3)[C@H]2c2cccc3ccccc23)[C@H]2C(=O)N(C)C(=O)[C@H]2C1 | 4%
CC(C)NC(=O)c1ccc(-c2ccc(F)c(F)c2)c2ccoc12 | -1%
CCCS(=O)(=O)NC(=O)C1(C)CCN(C(=O)CSc2ccccc2)C1 (stereo unspecified) | -6%
C/C=C/c1cccc(-c2nc(C(=O)NC3CCC3)cc3c2[C@H](CCO)N(S(=O)C(C)(C)C)C3)c1 (stereo partly specified) | -1%
CC1=C(C(=O)N2CCOCC2)CC(CC(=O)NC2CCCCC2)C(=O)N1CCCN1CCCC1=O (stereo unspecified) | -9%
CNC(=O)C1(c2ccccc2)CCCCC1 | 3%
COc1ccc(Cc2c(-c3ccc(Cl)cc3)nc3c(C)cc(Br)cn23)c(C)c1 | 2%
CC(C)NC(=O)N1CCCC2(CCN(C(=O)c3cc(C(F)(F)F)cc(C(F)(F)F)c3)CC2)C1 | -3%
CCCOc1ccc(F)cc1-c1cc(C(=O)NCc2ccco2)[nH]n1 | -8%
N#CCc1ccc(-c2cccc3nccn23)cc1 | 1%

Results, from the first entry:
SMILES | TbPYK inhibitor
OC(c1cccc(CN2CCCCC2)c1)c1ncc(-c2cccc3ccccc23)[nH]1 (stereo unspecified) | -6%
c1csc(CNc2nc(Oc3ccncc3)c3sccc3n2)c1 | 9%
CC(C)C(=O)N1CCCC1(C)C(=O)Nc1ccc(-n2cncn2)cc1 (stereo unspecified) | 7%
CCOC1=C2[C@@H](CN(S(=O)(=O)c3ccc(C)cc3)[C@H]2c2cccc3ccccc23)[C@H]2C(=O)N(C)C(=O)[C@H]2C1 | 4%
CC(C)NC(=O)c1ccc(-c2ccc(F)c(F)c2)c2ccoc12 | -1%
CCCS(=O)(=O)NC(=O)C1(C)CCN(C(=O)CSc2ccccc2)C1 (stereo unspecified) | -6%
C/C=C/c1cccc(-c2nc(C(=O)NC3CCC3)cc3c2[C@H](CCO)N(S(=O)C(C)(C)C)C3)c1 (stereo partly specified) | -1%
CC1=C(C(=O)N2CCOCC2)CC(CC(=O)NC2CCCCC2)C(=O)N1CCCN1CCCC1=O (stereo unspecified) | -9%
CNC(=O)C1(c2ccccc2)CCCCC1 | 3%
COc1ccc(Cc2c(-c3ccc(Cl)cc3)nc3c(C)cc(Br)cn23)c(C)c1 | 2%
CC(C)NC(=O)N1CCCC2(CCN(C(=O)c3cc(C(F)(F)F)cc(C(F)(F)F)c3)CC2)C1 | -3%
CCCOc1ccc(F)cc1-c1cc(C(=O)NCc2ccco2)[nH]n1 | -8%
N#CCc1ccc(-c2cccc3nccn23)cc1 | 1%
Cc1cccc(C)c1-n1nnnc1C(c1ccccc1OC(F)(F)F)N1CCC(n2c(=O)[nH]c3ccccc32)CC1 (stereo unspecified) | 8%
Cc1cc(C)cc(CC(=O)N2CCC2(C)C(=O)NS(=O)(=O)c2cccc(F)c2)c1 (stereo unspecified) | 5%
COCCN1C(=O)COc2ccccc2C1C(=O)NCc1ccccc1 (stereo unspecified) | -1%
O=C(NCc1cccc(Cl)c1)C1Cc2c(-c3ccccc3)ccnc2O1 (stereo unspecified) | -2%
CC(O)(c1cccc(F)c1)c1nc(-c2ccc(S(C)(=O)=O)cc2)cs1 (stereo unspecified) | 2%
O=C1NCN(c2ccccc2)C12CCN(C(c1ccccc1)c1nnnn1C1CCCC1)CC2 (stereo unspecified) | 0%
C=CCN(c1ccc(F)cc1)S(=O)(=O)c1cc(C(=O)NC2CC2)ccc1Cl | 1%
COc1ccc(/C=C/C(=O)OCC(=O)Nc2nnc(-c3ccccc3)o2)c(OC)c1 | -3%
CCOC(=O)C1(C)CCCN(C(=O)c2ccc(OC)cc2OC)C1 (stereo unspecified) | 6%
OC(c1cc(F)cc(Cl)c1)c1ncc(-c2ccc(Cl)cc2)[nH]1 (stereo unspecified) | -9%
O=C1NC[C@@H](CCCCN2C[C@H](Cc3ccccc3)N(CCC3CCCCC3)C(=O)C2=O)N(CCc2ccccc2)C1=O | 2%
CC1(C(=O)NS(=O)(=O)c2cccc(F)c2)CCN1C(=O)Cc1ccccc1 (stereo unspecified) | 4%

2 entries from above, field by field:
Compound: c1csc(CNc2nc(Oc3ccncc3)c3sccc3n2)c1
  TbPYK inhibitor: 9%

Compound: CC(C)C(=O)N1CCCC1(C)C(=O)Nc1ccc(-n2cncn2)cc1 (stereo unspecified)
  TbPYK inhibitor: 7%

More compounds follow.
SMILES | TbPYK inhibitor
CC(C)CNC(=O)C1(C)CCCCCN1C(=O)c1csnn1 (stereo unspecified) | -3%
Nc1[nH]c(C(=O)c2ccccc2)c(-c2ccccc2C(F)(F)F)c1C(=O)NCc1cccc2ccccc12 | 6%
O=C(c1ccco1)N1CCN(C(=O)c2cnn(-c3ccc(F)cc3)c2-n2cccc2)CC1 | -7%
CS(=O)(=O)c1ccc(C2=C(CNC(=O)c3nccs3)[C@H]3CC[C@@H](C2)N3Cc2ccccc2)cc1 | -6%
Cc1cc(C)c(C(O)c2ncc(-c3ccccc3Cl)[nH]2)c(C)c1 (stereo unspecified) | -5%
CC(C)CN1CCC1(C)C(=O)Nc1ccc(OC(F)F)cc1 (stereo unspecified) | -10%
COc1ccc(-c2cc3nc(NCC4CCCCC4)n(C)c(=O)c3s2)cc1OC | -3%
O=C(Nc1cccc(F)c1)c1ccc(-n2cncn2)c2ccoc12 | 4%
COC(=O)c1ccc2nc(C3CCCCC3)c(CC(C)(C)C)n2c1 | -13%
Cc1cccc(NC(=O)CNC(=O)c2ccc(S(=O)(=O)NCc3ccco3)cc2)c1C | 6%
O=C(NCCN1CCOCC1)C(=O)NCC1OCCN1S(=O)(=O)c1ccc(Cl)cc1 (stereo unspecified) | -8%
COc1cccc(CN(C)C(=O)C2CCCN(C(=O)c3ccc(Cl)cc3)C2)c1 (stereo unspecified) | 2%
C[C@H](CO)N1C[C@H](C)[C@@H](CN(C)S(=O)(=O)c2ccc(F)cc2)OCc2cn(nn2)CCCC1=O | 6%
CC(C)Nc1ncnc2c1ncn2[C@H]1CN(CCN2CCOCC2)C[C@@H](CO)O1 | -1%
COC(=O)[C@]12CCCCC=C1N(CCC1=CCCCC1)C(=O)[C@H](CC(=O)NCC13CC4CC(CC(C4)C1)C3)C2 | -1%
O=S1(=O)CC(N2CCSCC2)CN1Cc1cn(Cc2ccccc2)nn1 (stereo unspecified) | -2%
CC(C)n1c(=O)c2ccccc2n1Cc1cn(-c2ccccc2)nn1 | 4%
CCc1nc2ccc(C(=O)NCCN3CCNC3=O)cn2c1N(C)CCC(C)C | -2%
O=C1NC(Cc2ccccc2)c2nc3cc(Cl)ccc3c(=O)n2-c2ncccc21 (stereo unspecified) | -3%
O=C(O)c1cnc2ccc(Cl)cc2n1 | -2%
CC(=O)N1C[C@H]2CON(C)[C@H]2C[C@H]1c1cccc(-c2cc(Cl)cc(Cl)c2)c1 | 2%
CN(C)CCc1c[nH]c2cccc(O)c12 | -5%[157 µM]
C[C@H](CO)N1C[C@H](C)[C@@H](CN(C)S(=O)(=O)c2ccccc2F)OCc2cnnn2CCCC1=O | -14%
CCOC(=O)[C@]12CCC=C1N(Cc1ccco1)C(=O)[C@H](CC(=O)NCCCN1CCCC1=O)C2 | -16%
Cc1cccc(OCCNC(=O)c2cc(C3CC3)nc3c2cnn3C(C)C)c1 | 0%
(cont.)
SMILES | TbPYK inhibitor
CC1=C(C(=O)N(C(C)C)C(C)C)CC(CC(=O)NCc2cccs2)C(=O)N1CCC1=CCCCC1 (stereo unspecified) | -6%
Cc1cccc(C)c1-n1nnnc1C1(C)CCC(=O)N1Cc1cccc(C(F)(F)F)c1 (stereo unspecified) | 1%
CCc1cc2c(SCC(=O)NC3CCCC3)ncnc2s1 | -3%
C[C@H](O)[C@@H]1C(=O)N2CCc3c([nH]c4ccccc34)[C@@H]2C[C@@H]1N(C)C(=O)c1ccco1 | -4%
COCCn1c(C)cc(C(=O)CN2C(=O)C(=O)N(CCC3=CCCCC3)C2=O)c1C | 4%
CC1(C(=O)Nc2cccc3ccccc23)CCN1C(=O)Cc1ccccc1Cl (stereo unspecified) | -6%
CCc1ccc(N2CC(C(=O)Nc3ccccc3N3CCCC3)CC2=O)cc1 (stereo unspecified) | 0%
CC(CCl)n1c(=O)c2ccccc2n1S(C)(=O)=O (stereo unspecified) | -3%
COC(=O)CCCn1cc(CN2CC(N3CCCC3)CS2(=O)=O)nn1 (stereo unspecified) | -5%
CCOC(=O)C1(C)CCCN(C(=O)c2ccc(OC)cc2)C1 (stereo unspecified) | 1%
COc1cc(-c2cnc3c(NC=O)cc(-c4ccccc4Cl)cn23)cc(OC)c1OC | -3%
CC1(C(=O)NCc2ccc(C(F)(F)F)cc2)CCN1Cc1c(F)cccc1F (stereo unspecified) | -1%
C[C@@H]1CN([C@H](C)CO)C(=O)CCCn2nncc2CO[C@H]1CN(C)S(=O)(=O)c1ccccc1F | 6%
OCc1ccccc1-c1nc(NCC2CC2)nc2ccsc12 | -1%
Nc1ccn(CCCNC2CCN(Cc3ccccc3)CC2)c(=O)n1 | 0%
COc1ccc(-c2nc3ccc(Cl)cn3c2Cc2cccc(F)c2)cc1OC | 4%
COc1ccc([C@H]2CN(CCc3ccccc3)C(=O)[C@@H]2CC(=O)Nc2ccccc2)cc1 | 1%
CCCNC(=O)C1(C)CCCN(Cc2ccc(C#N)cc2)C1 (stereo unspecified) | 1%
CCOC(=O)NC(=S)Nc1cccc(C)n1 | -10%
COCCNC(=O)C1(C)CCCN(CCOc2ccc(Cl)cc2)C1 (stereo unspecified) | 0%
COc1cc(CCC(=O)Nc2cc(S(=O)(=O)N3CCOCC3)ccc2OC(C)C)cc(OC)c1OC | 5%
COc1ccc(CNC(=O)c2cccc3c(-c4cccc(C(N)=O)c4)coc23)cc1OC | 4%
CC(=O)N(CCc1ccccc1)c1ccc2c(c1)C1CC2CCN1C(=O)OCc1ccccc1 (stereo unspecified) | 3%
Cc1ccc(S(=O)(=O)N(C)C[C@H]2OCc3cn(nn3)CCCC(=O)N([C@@H](C)CO)C[C@@H]2C)cc1 | -4%
Cn1c(-c2ccccc2)c(Sc2ccccc2)c2cc(-c3ccc4[nH]ccc4c3)ccc21 | -1%
Later entries
SMILES | TbPYK inhibitor
COc1ccc(CN2C(=O)C(CC(=O)NCc3ccco3)CC(C(=O)N(C(C)C)C(C)C)=C2C)cc1 (stereo unspecified) | -7%
COc1ccccc1N1CCN(C(=O)c2ccc3noc(-c4ccccc4)c3c2)CC1 | 3%
CC(C)(C)C(=O)OCc1ccc(C2=CC(=O)CC(C)(C)C2=O)cc1 | 1%
COC(=O)[C@]12CCCCC=C1N(Cc1cccc3ccccc13)C(=O)[C@H](CC(=O)NCc1cccc3ccccc13)C2 | 10%
Cc1cc(C(=O)CN2C(=O)NC(C)(c3ccc(F)c(F)c3)C2=O)c(C)n1C1CC1 (stereo unspecified) | 5%
C=CCNc1nc(NCc2cccc(OC)c2)c2sc(-c3ccccc3)cc2n1 | -6%
Cc1cc(NC(=O)CS(=O)c2cn(Cc3cccc(Cl)c3)c3ccccc23)no1 (stereo unspecified) | 1%
CC(=O)NC(CCc1ccc(Cl)c(Cl)c1)c1cccc(O)c(=O)c1 (stereo unspecified) | -3%
OCC[C@@H]1C[C@H](O)[C@@H](O)[C@]2(OCc3ccc4ccccc4c32)O1 | -4%
O=S(=O)(c1ccccc1)N1CCC2(CCN(c3ccc(-c4ccccc4)cc3)CC2)CC1 | 6%
C[C@H]1CN([C@@H](C)CO)S(=O)(=O)c2ccc(Br)cc2O[C@H]1CN(C)C(=O)c1cnccn1 | -8%
CCCCCCCCC(=O)N1C(C)CCC1C (stereo unspecified) | 0%
COC(=O)c1ccc2nc(C(C)(C)C)c(Cc3ccc(OC)cc3C)n2c1 | 4%
CC1(C(=O)O)CCCN1C(=O)c1ccc(Cl)cc1Cl (stereo unspecified) | 0%
CC1(C(=O)Nc2cccc3ccccc23)CCN1C(=O)C1(c2ccccc2)CCCC1 (stereo unspecified) | -4%
Cn1c(=O)c2cc(NC(=O)Cc3cccc4ccccc34)ccc2n1-c1ccccc1 | 3%
Cc1noc(C)c1S(=O)(=O)NC(=O)C1(C)CCN1C(=O)C1(c2ccc(Cl)cc2)CCC1 (stereo unspecified) | 2%
COc1cccc(NC(=O)N(C)C[C@@H]2Oc3ncc(Br)cc3C(=O)N([C@@H](C)CO)C[C@H]2C)c1 | -8%
C[C@H]1COc2cccc(N3CCN(C)CC3)c2S(=O)(=O)N1 | 5%
CCCc1nc2c3ccccc3ccn2c1CC(C)(C)C | -2%
COc1cccc(-c2cnc3c(NC=O)cc(-c4ccc(O)c(OC)c4)cn23)c1 | -7%
O=C(Nc1ccccc1)C1=C(Nc2ccccc2)CSC1 | -4%
COc1cc(OC)cc(C2=Cc3ccccc3C(CC(C)=O)N2c2ccc(-c3cccs3)cc2)c1 (stereo unspecified) | -2%
C[C@@H]1CN([C@@H](C)CO)C(=O)c2cc(NC(=O)c3ccccc3)ccc2O[C@@H](C)CCCCO[C@@H]1CN(C)Cc1ccc(C(F)(F)F)cc1 | -4%
CN(C1CCCCC1)S(=O)(=O)c1ccc(SCC(N)=O)nc1 | -3%
O=C(NCc1ccccc1)C1CNCC(C(=O)NCc2ccccc2)C1 (stereo unspecified) | 3%
COc1ccc(N2C[C@H](C)[C@@H](CC(=O)Nc3ccc(Br)cc3)C2=O)cc1 | -9%
O=C1NC[C@@H](CCCCN2CCN(CCc3ccc(O)cc3)C(=O)C2=O)N(CCC2CCCCC2)C1=O | -6%
